KCNK9 inh: KCNK9 potassium channel inhibitors, primary screen, HEK293 cells, thallium flux; FluxOR thallium flux fluorescence; active compounds read low; B-score at 10 µM; actives 1.2% (n = 310,000); AID 488922, 2010;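 active = ratio B-score over 3 SD below the library mean, with starting fluorescence within 5 SD of its mean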;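 also: negative B-score means less thallium flux so channel inhibition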
KCNQ1 pot: potentiators or activators of KCNQ1 channel, primary screen, cell-based, thallium flux, high-throughput; Potassium voltage-gated channel subfamily KQT member 1 (Homo sapiens), P51787; actives 0.35% (n = 310,000); AID 2648, 2010; CHO-K1 KCNQ1, thallium flux FluxOR fluorescence; active compounds read high; B-score at 10 µM;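 active = fluorescence ratio B-score, a plate-corrected score, at least three library SD, with initial intensity B-score within 5 SD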
Target sequence (P51787 whole entry, looked up): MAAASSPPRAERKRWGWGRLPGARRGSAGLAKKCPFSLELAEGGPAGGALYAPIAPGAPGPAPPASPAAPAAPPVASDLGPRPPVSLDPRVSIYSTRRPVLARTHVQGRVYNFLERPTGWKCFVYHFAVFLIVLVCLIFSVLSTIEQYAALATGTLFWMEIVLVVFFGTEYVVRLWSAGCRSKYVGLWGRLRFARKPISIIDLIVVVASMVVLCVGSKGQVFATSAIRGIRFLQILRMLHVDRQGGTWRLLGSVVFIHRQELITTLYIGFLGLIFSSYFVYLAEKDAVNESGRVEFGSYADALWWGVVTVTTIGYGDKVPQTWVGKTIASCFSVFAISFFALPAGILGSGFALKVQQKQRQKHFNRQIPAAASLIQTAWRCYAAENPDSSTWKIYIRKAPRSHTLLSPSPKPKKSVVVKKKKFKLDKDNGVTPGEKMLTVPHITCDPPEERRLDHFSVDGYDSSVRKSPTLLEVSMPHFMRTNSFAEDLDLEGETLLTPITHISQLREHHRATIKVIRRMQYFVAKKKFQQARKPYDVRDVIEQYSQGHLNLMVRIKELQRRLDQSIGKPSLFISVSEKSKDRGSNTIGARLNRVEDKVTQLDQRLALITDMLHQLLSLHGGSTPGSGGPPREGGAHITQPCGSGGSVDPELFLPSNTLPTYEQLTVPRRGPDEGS
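Medium – assay buffer, equal DMSO in all wells · Material – CHO-K1 cell line with stable KCNQ1 potassium channel expression · Signal – kinetic FluxOR thallium fluorescence, 10-s 1-Hz baseline, 110-s post-stimulus read · Compound – single concentration per compound, DMSO matched to controls · Schedule – 37 °C overnight plating, 90-min dark dye load, 20-min compound pretreatment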
GSK3beta inhib: human GSK3beta kinase inhibitors, primary screen, biochemical, cell-free homogeneous, HTS | GST-GSK3beta kinase, ADP-Glo luminescence, 60 min; active compounds read low | activity score (negative = inhibition), % at 10 µM | AID 2097, 2009 | actives 0.038% (n = 300,000) | Glycogen synthase kinase-3 beta (Homo sapiens), P49841;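 active = more than half of replicate wells score below -50%, meaning over 50% inhibition versus plate controls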;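 also: 0% = median DMSO wells and -100% = median GW8510 positive control wells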
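Test system: GST-tagged human GSK3beta kinase, cell-free; evaluation: activity score scaled between in-plate DMSO and GW8510 controls; measured by: ADP-Glo luminescence; incubation: 60 min reaction, RT; benchmarks: DMSO and 20 µM GW8510; reagent: peptide substrate plus 25 µM ATP (final); medium: Tris/MgCl2 kinase buffer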
HDAC3 inhib: HDAC3 deacetylase inhibitors, primary screen, biochemical, fluorescence, cell-free homogeneous. recombinant HDAC3, fluorogenic peptide/trypsin coupled. inhibition, % at 8.3 µM. actives 0.15% (n = 320,000); in the data active = inhibition above about 26%, passing the limit was not always enough
PolyA inhibitor: polyadenylation inhibitors in yeast reporter cells, primary screen, luminescence, S. cerevisiae; actives 0.02% (n = 300,000); calls only at 12 µM; S. cerevisiae SKY197-pL101 polyadenylation reporter, beta-gal luminescence; efflux-impaired pdr1/pdr3 knockout yeast; score 100 = 6 SD above DMSO;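 active = lowest replicate activity score at least 50, where 100 means six control SD above control mean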;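 also: yeast exposed to compound for 9 h at 30 °C; higher score means more reporter readthrough which indicates perturbed polyadenylation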
RGS4 act: RGS4 potentiators or activators, primary screen, cell-based, HEK293 M3R inducible RGS4, calcium flux | actives 0.92% (n = 310,000) | AID 463111, 2010 | carbachol calcium flux Fluo4; active compounds read low | B-score at 10 µM;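 active = B-score of the integrated calcium signal more than 4 SD below the library mean, with starting fluorescence not abnormally high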;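 also: negative B-score means reduced calcium response which marks RGS4 activation or potentiation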
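Material: M3R-expressing HEK293 line, RGS4 induced by doxycycline | Schedule: Overnight RGS4 induction, 30 min dye load 37 °C, 20 min compound RT | Measured by: Fluo4 fluorescence kinetic imaging of calcium | Read-out: Integrated calcium ratio converted to B score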
hERG rescue: hERG rescue from dofetilide block, primary screen, cell-based, CHO-hERG, FluxOR thallium flux, dofetilide IC70 | Voltage-gated inwardly rectifying potassium channel KCNH2 (Homo sapiens), Q12809 | dofetilide IC70 present | activation (rescue from dofetilide block), less the hit threshold, % at 10 µM | actives 0.51% (n = 310,000) | AID 1511, 2009;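 active = activation above the mean of controls blocked by dofetilide plus 5 SD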;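 also: thallium influx through hERG after potassium depolarization seen as dye fluorescence rise; in these data hits start at about 4.7%; inactives centre near -7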
KCNQ1 inh: inhibitors of human KCNQ1 channel, primary screen, cell-based, thallium flux, high-throughput. Potassium voltage-gated channel subfamily KQT member 1 (Homo sapiens), P51787. CHO-K1 KCNQ1, FluxOR thallium flux fluorescence; active compounds read high. B-score at 10 µM. actives 1.3% (n = 310,000). AID 2642, 2010;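 active = compounds whose thallium flux B-score, printed positive for inhibition, exceeds three library SD while starting fluorescence stays within three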;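 also: channel opened by potassium depolarization with thallium stimulus after 20 min compound exposure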
KCNK3 block: human KCNK3 channel inhibitors, primary screen, CHO cells, FluxOR thallium flux, B-score. AID 602410, 2012. B-score at 10 µM. Potassium channel subfamily K member 3 (Homo sapiens), O14649. FluxOR fluorescence; active compounds read low. actives 0.84% (n = 340,000);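 active = B-score under library mean minus 4 SD, starting fluorescence ratio at most library mean plus 5 SD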;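 also: more negative B-score means stronger inhibition of thallium flux through KCNK3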
Target sequence (O14649 whole entry, looked up): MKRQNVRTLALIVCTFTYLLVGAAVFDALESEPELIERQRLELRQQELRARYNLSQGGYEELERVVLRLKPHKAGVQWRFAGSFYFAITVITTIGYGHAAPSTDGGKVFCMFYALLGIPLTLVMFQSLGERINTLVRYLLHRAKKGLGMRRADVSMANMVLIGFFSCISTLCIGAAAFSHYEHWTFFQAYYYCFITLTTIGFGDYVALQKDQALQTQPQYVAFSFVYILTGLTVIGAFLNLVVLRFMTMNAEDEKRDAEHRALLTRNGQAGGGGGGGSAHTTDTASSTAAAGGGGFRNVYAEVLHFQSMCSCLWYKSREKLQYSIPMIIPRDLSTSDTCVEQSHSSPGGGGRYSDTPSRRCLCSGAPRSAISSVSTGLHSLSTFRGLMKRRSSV
GSK3A inh: blockers of GSK3A enzyme activity – biochemical, luminescence, cell-free homogeneous, HTS, primary screen; Glycogen synthase kinase-3 alpha (Homo sapiens), P49840; GSK-3 alpha kinase, ADP-Glo luminescence, 60 min; inhibition, % at 10 µM; actives 0.1% (n = 320,000);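 in the data active = inhibition above about 50%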;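 also: GST-tagged GSK-3 alpha with peptide substrate and 25 µM ATP; 0% = DMSO neutral wells and 100% = GW8510 positive control wells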
Dyrk1A ADPGlo: rat Dyrk1A kinase inhibitors, primary screen, biochemical, single point, plate reader. Dual specificity tyrosine-phosphorylation-regulated kinase 1A (Rattus norvegicus), Q63470. ADP-Glo luminescence, NFATc1 peptide. inhibition, % at 12.5 µM. actives 0.43% (n = 310,000); in the data active = inhibition above about 50%;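 also: plate controls were vehicle with enzyme for no effect and no enzyme for full effect; many of its hits are not listed in these tables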
Starred values were filed as active, the others as inactive; i = inactive; . = not tested or not shown.

Results follow in this order: KCNK9 inh	KCNQ1 pot	GSK3beta inhib	HDAC3 inhib	PolyA inhibitor	RGS4 act	hERG rescue	KCNQ1 inh	KCNK3 block	GSK3A inh	Dyrk1A ADPGlo
- CC1CCCN(C(=O)Cc2ccc(F)cc2)C1 (centres undefined)
    i	i	-5	-10	i	i	-7	i	i	2	1
- CSCCc1nc(SCC(=O)Nc2nnc(C)s2)[nH]c1C
    i	i	4	4	i	i	-9	i	i	-1	3
- N#Cc1ccsc1NC(=O)CSc1nnnn1-c1ccc(O)cc1
    i	i	1	13	i	i	-5	i	i	-1	3
- CC(C)c1ccc(S(=O)(=O)N2CCN(C(=O)CN3C(=O)NC4(CCCCC4)C3=O)CC2)cc1
    i	i	1	-4	i	i	-9	i	i	-1	-10
- O=C(Nc1ccccc1)Nc1scc2c1c(=O)oc1ccccc12
    i	i	0	7	i	i	-4	i	.	0	.
- CC(O)CN1C(=O)C(CC(=O)Nc2ccc(Cl)cc2)SC1=Nc1ccccc1 (centres undefined)
    i	i	1	13	i	i	-1	i	-9.5*	-2	2
- CCOc1ccc(-c2nc(CN3CCCC(C(=O)N4CCOCC4)C3)c(C)o2)cc1 (centres undefined)
    i	i	0	2	i	i	-7	i	i	1	-11
- CCOC(=O)Cn1cc(C#N)c2cccc(CC)c21
    i	i	3	-1	i	i	-27	i	i	2	22
- Cc1ccc(N2C(SCC(=O)O)=NC(=Nc3cccc(C)c3)C23CCCC3)cc1
    i	i	2	10	i	i	-5	i	i	1	-4
- O=C(NNc1cc(C(F)(F)F)ccc1Cl)c1ccc(=O)[nH]c1
    i	i	-4	-1	i	i	-3	i	i	0	6
- CC(C)CCNC(=O)CN(Cc1ccccc1)C(=O)CCC(=O)Nc1nccs1
    i	i	-2	5	i	i	-2	i	i	1	-3
- COC(=O)c1ccc(C(=O)N2CCCC(CNC(=O)c3ccccc3Cl)C2)cc1 (centres undefined)
    i	i	-6	0	i	i	-9	i	i	4	7
- CNc1sc(C(=O)c2ccccc2F)c(N)c1-c1nc2ccccc2s1
    i	i	0	1	i	i	-11	i	i	-2	3
- COc1c(OC)c(O)c2c(=O)cc(-c3c(O)cccc3O)oc2c1OC
    i	i	-3	2	i	i	-9	i	i	9	23
- CC(C)OC(=O)/C(=C/c1cccnc1)NC(=O)c1ccccc1
    i	i	4	-7	i	i	-5	i	i	0	32
- CCOc1ccc(C(=O)NCc2ccco2)cc1OC
    i	i	-22	-1	i	i	-2	i	i	-2	-2
- CC(C)CCn1cnc2c1c(=O)n(C)c(=O)n2C
    i	i	-1	1	i	i	-5	i	i	-2	-3
- CC(=O)N(C)c1ccc(NC(=S)Nc2ccc(C(C)C)cc2)cc1
    i	i	-1	0	i	i	-24	i	i	1	1
- COc1cccc(NC(=O)COc2ccc(C(=O)N3CCN(C)CC3)cc2)c1
    i	i	1	6	i	i	-2	i	i	-4	-4
- COc1ccccc1C(=O)Nc1cc2c(ccc3ccccc32)oc1=O
    i	i	4	-2	i	i	-2	i	.	-6	.
- O=C1ON=C(c2ccccc2)/C1=C/c1ccc(O)c(O)c1
    i	i	3	10	i	i	-16	i	i	-5	-2
- CCOc1cc([C@H]2[C@@H]3CCCC[C@]3(O)CCN2CC(=O)NCc2ccco2)ccc1O
    i	i	5	9	i	i	-15	i	i	-1	1
- CNC(=O)c1nc(C)c(C2(C)CC(c3ccccc3)=NO2)s1 (centres undefined)
    i	i	0	1	i	i	-4	i	i	-2	-11
- COc1ccccc1C(O)P(=O)(OC1CCCCC1)OC1CCCCC1 (centres undefined)
    i	i	1	2	i	i	-14	i	i	-3	-7
- Cc1ccccc1-c1ccc(Nc2ccc(C(=O)N3CCOCC3)cc2)nn1
    i	i	4	3	i	i	-11	i	i	-3	-10
- Cc1cccc(C)c1NC(=O)CSc1nnc(CCCCCNC(=O)OC(C)(C)C)o1
    i	i	-3	-2	i	i	-11	i	i	-3	3
- COC(=O)Nc1sc(C(=O)N(C)C)c(C)c1C(=O)OC
    i	i	2	-1	i	i	-2	i	i	.	0
- O=C(CCn1cccc1)Nc1ccccc1F
    i	i	-5	7	.	i	-7	i	i	-1	2
- Cc1cccc(OCCSc2nnc(-c3ccoc3C)n2C)c1
    i	i	1	-1	i	i	-11	i	i	0	-1
- COc1cc(C2SCC(=O)N2c2c(C)n(C)n(-c3ccccc3)c2=O)ccc1O (centres undefined)
    i	i	2	-11	i	i	-10	i	i	-2	-1

Single records (already shown). Values in the order: KCNK9 inh | KCNQ1 pot | GSK3beta inhib | HDAC3 inhib | PolyA inhibitor | RGS4 act | hERG rescue | KCNQ1 inh | KCNK3 block | GSK3A inh | Dyrk1A ADPGlo
`COc1c(OC)c(O)c2c(=O)cc(-c3c(O)cccc3O)oc2c1OC` is listed with i | i | -3 | 2 | i | i | -9 | i | i | 9 | 23
`COc1cc(C2SCC(=O)N2c2c(C)n(C)n(-c3ccccc3)c2=O)ccc1O` (centres undefined) is listed with i | i | 2 | -11 | i | i | -10 | i | i | -2 | -1

Next section.
Results follow in this order: KCNK9 inh	KCNQ1 pot	GSK3beta inhib	HDAC3 inhib	PolyA inhibitor	RGS4 act	hERG rescue	KCNQ1 inh	KCNK3 block	GSK3A inh	Dyrk1A ADPGlo
- CC(=O)c1ccc(N(CC(=O)NCc2ccc3c(c2)OCO3)C(=O)c2csnn2)cc1
    i	i	-3	0	i	i	-11	i	i	2	-3
- CCn1c(CNC(=O)c2cccc(C)c2)nnc1SCC(=O)Nc1cccc(OC)c1
    i	i	3	4	i	i	-6	i	i	0	3
- CCOC(=O)C(=O)N1c2ccccc2C(N(C(=O)C(=O)OCC)c2ccccc2)CC1C (centres undefined)
    i	i	0	2	i	i	-11	i	i	-1	-1
- CCSc1nc(N)c(NC(=O)c2ccc(Br)o2)c(=O)[nH]1
    i	i	-2	4	i	i	-3	i	i	-2	-5
- COc1ccc(NC(=O)/C=C/c2ccccc2)c([N+](=O)[O-])c1
    i	i	1	-2	i	i	-2	i	i	0	1
- N#Cc1cccc(C(=O)OCC(=O)NCc2ccco2)c1
    i	i	1	-8	i	i	-6	i	i	-2	2
- O=C(COc1ccc(C(=O)NCCc2ccccc2)cc1)Nc1ccccc1
    i	i	0	-1	i	i	-12	i	i	-5	-3
- COc1ccc2c(c1OC)C(=O)N1N=C(c3ccc(Cl)cc3)CC21 (centres undefined)
    i	i	2	7	i	i	-8	i	i	0	1
- Cc1ccc(-n2c(-c3ccco3)nc3c(cnn3-c3ccc(C)cc3)c2=O)cc1
    i	i	2	-10	i	i	-7	i	i	2	1
- CCCCC(=O)Nc1ccc2c3c(cccc13)C(=O)N2CC
    i	i	-3	-3	i	i	-13	i	i	0	9
- O=C(CSc1nnc(-c2ccccn2)o1)Nc1ccccc1Cl
    i	i	0	10	i	i	-3	i	i	2	-3
- COC(=O)c1cccc(C23CC4(C2)[C@H](CN(CC2CCCCC2)[C@@H]4c2ccccc2)C3c2ccccc2)c1 (some centres undefined)
    i	i	12	1	i	i	-7	i	i	-3	-11
- NC(=O)C1CCN(CCC(=O)Nc2cccc(Cl)c2)CC1
    i	i	0	-4	i	i	-9	i	i	2	-12
- COc1ccc(CCNC(=O)CCCOc2ccc(Cl)cc2)cc1OC
    i	i	-2	-2	i	i	-4	i	i	-2	13
- Cc1cc(-c2ccc(C)c(S(=O)(=O)Nc3ccc(S(N)(=O)=O)cc3)c2)on1
    i	i	4	-13	i	i	-5	i	i	-3	-3
- CCn1c(SCC(N)=O)nnc1-c1ccc2c(c1)OCO2
    i	i	0	-5	i	i	-4	i	i	-1	-2
- CCO[C@@H]1OC(C(=O)N2CCN(Cc3ccccc3)CC2)=C[C@H](C2CC2)[C@H]1CCCO
    i	i	3	-6	i	i	-3	i	i	0	3
- O=C(c1ccco1)N1CCN(C(=O)c2cc3sccc3n2Cc2ccccc2)CC1
    i	i	-3	6	i	i	-19	i	i	-1	0
- Cc1onc(-c2ccccc2)c1C(=O)NNC(=S)NC(=O)/C=C/c1ccccc1
    i	i	0	6	i	i	-11	i	i	-5	5
- O=C(OCCN1CCOCC1)c1ccc(O)cc1
    i	i	-3	4	i	i	-3	i	i	-1	9
- N/C(CC1CC1(Cl)Cl)=N\OC(=O)c1ccccc1 (centres undefined)
    i	i	4	-1	i	i	-2	i	i	1	9
- COc1ccc2nc(Cl)c(/C=N/Nc3ccccn3)cc2c1
    i	i	-1	4	i	i	-14	i	i	2	4
- N#CC1=C(N)S[C@H](C(=O)C23CC4CC(CC(C4)C2)C3)[C@H]1c1ccncc1
    i	i	1	5	i	i	-4	i	i	-1	-1
- CNC(=O)/C(C#N)=C/c1c(N2CCCCCC2)nc2c(C)cccn2c1=O
    i	i	4	-24	i	i	-7	i	i	-3	-5
- CCN1CCN(C(=O)/C=C/c2ccc(C)o2)CC1
    i	i	1	-6	i	i	-10	i	i	-4	2

Some of the compounds tested (hit frequency here may not be typical).
